Source: PubChem (NCI)
All columns: NCI-60 one-dose screen, growth in % after 48 h at 10 µM unless noted; 100 = growth as untreated, 0 = no growth, -100 = all killed.
BT-549 – BT-549 breast cancer | 78,000 compounds, 4.4% hits | AID 1794793
MDA-MB-231 – MDA-MB-231 breast cancer. 81,000 compounds, 5% hits. AID 1794789
HS 578T – HS 578T breast cancer; 78,000 compounds, 4.1% hits
T-47D – T-47D breast cancer; 79,000 compounds, 5% hits; AID 1794792
LOX IMVI – LOX IMVI melanoma; 79,000 compounds, 7.4% hits
MCF7 – MCF7 breast cancer; 82,000 compounds, 6.3% hits
MDA-MB-468 – MDA-MB-468 breast cancer. 78,000 compounds, 8.5% hits. AID 2202374
MALME-3M – MALME-3M melanoma | 78,000 compounds, 5.8% hits | AID 1794766
Starred values were filed as active, the others as inactive; . = not tested or not shown; & = joins results of further samples; [ ] = remark or other dose. How the source made its calls: active means growth percent below 10; inactive means the rest.

no.	smiles	BT-549	MDA-MB-231	HS 578T	T-47D
1	O=c1c(O)cccn1CCCNCCCn1cccc(O)c1=O	107.9	94.0	115.5	104.5
2	COC(=O)C1=C(C)NC(C)=C(C(=O)OC(C)(C)C)C1c1cccc(C#N)c1 (stereo unspecified)	106.0	97.9	98.0	87.6
3	Cc1ccc2c(c1)=N/C(=N/c1[nH]c(O)c3ccccc13)N=2	86.4	83.3	100.4	65.3
4	O=C(Nc1cccc(Cl)c1)Oc1cccnc1	103.9	75.5	94.9	82.2
5	CC(C)C(C#N)(C(C)C)C(C)C	101.6	104.4	106.4	103.6
6	COc1ccc(N=Nc2c(N)nn3c(=O)c4cc5ccccc5oc4nc23)cc1	114.8	99.7	103.1	100.5
7	CCOC(=O)C(Cc1cn(C(C)=O)c2ccccc12)P(=O)(OCC)OCC (stereo unspecified)	107.5	95.2	92.2	95.4
8	O=C(O)Cc1ccc(Br)cc1	101.0	105.2	90.9	110.1
9	O=C1OC(c2nc3ccccc3s2)=C/C1=C\c1ccc(O)cc1	110.5	87.2	89.6	95.7
10	C[n+]1cccc(C(N)=O)c1	112.7	113.6	102.8	102.2
11	CC(=O)C(N=Nc1ccc(S(=O)(=O)Nc2ccccn2)cc1)C(=O)Nc1ccc(Cl)cc1 (stereo unspecified)	92.4	67.5	62.3	84.8
12	Cc1ccc(C(=O)O)s1	118.7	104.3	110.4	103.7
13	CN1C(=O)N(C)C2C1N=C(SCc1ccc(Cl)cc1)N2/N=C/C=C/c1ccccc1[N+](=O)[O-] (stereo unspecified)	81.1	64.7	76.9	74.6
14	CCOC(=S)SSC(=S)OCC	102.7	101.7	97.3	90.0
15	Cc1ccc(/C=N/NC(=O)C[N+](C)(C)C)cc1	117.1	120.5	109.5	101.5

no.	LOX IMVI	MCF7	MDA-MB-468	MALME-3M
1	83.7	105.0	100.2	119.3
2	95.3	86.4	100.8	97.6
3	65.1	54.2	79.4	66.9
4	.	97.6	80.1	69.0
5	112.0	97.7	109.1	92.9
6	101.0	102.0	116.9	100.5
7	95.5	85.7	98.1	89.5
8	94.2	100.5	96.4	138.4
9	94.3	100.3	114.0	100.3
10	100.1	103.3	98.1	135.8
11	93.5	74.3	50.9	102.6
12	111.6	101.6	110.4	106.2
13	85.0	79.4	80.9	77.0
14	98.1	91.3	97.8	89.7
15	104.8	93.3	.	125.2

Going on with the list:
no.	smiles	BT-549	MDA-MB-231	HS 578T	T-47D
16	CNC(=O)c1cc(-c2ccc(NC(=O)Nc3cc(C(F)(F)F)cc(C(F)(F)F)c3)cc2)nc2cccnc12	.	83.0	72.1	101.4
17	NC(=S)n1nc(N)c(N=Nc2ccc(S(=O)(=O)N=C(N)N)cc2)c1N	116.3	101.4	102.8	107.1
18	Nc1nc(SCc2ccc([N+](=O)[O-])cc2)c2[nH]cnc2n1	87.6	95.7	104.0	98.1
19	COc1cc(CNS(=O)(=O)c2ccc(C)cc2)ccc1O	106.4	91.5	98.6	100.3
20	CC(C)C(NC(=O)c1ccccc1)C(=O)Nc1nc(-c2cccnc2)cs1 (stereo unspecified)	93.6	77.3	71.9	88.7
21	NNc1ncnc2sc3c(c12)CCN(Cc1ccccc1)C3	55.0	40.8	72.3	24.8
22	NC(=O)NC1(C(=O)O)CCCC1	110.7	109.5	.	93.6
23	NS(=O)(=O)c1ccc(NC(=O)Nc2nc3ccccc3s2)cc1	100.4	91.9	95.5	81.7
24	O=C(NCc1ccco1)c1ccccc1I	105.0	129.0	99.6	107.7
25	Clc1c(SCc2ccccc2)ncnc1SCc1ccccc1	97.6	126.1	116.7	93.4
26	CCN1C(=O)CSC12C(=O)Nc1ccccc12 (stereo unspecified)	105.7	98.9	102.3	93.4
27	COc1ccc(/C=N/C2=C(C#N)C(c3cccc(Cl)c3)c3c(ccc4ccccc34)O2)cc1 (stereo unspecified)	29.3	38.0	15.9	36.7
28	Cc1ccc(C2=C(O)C(=O)C(c3ccc(C)cc3)=C(O)C2=O)cc1	79.7	80.7	93.2	91.6
29	COc1cnc2c(c1)C(=O)c1c-2n(CCCN2CCOCC2)c(=O)c2cc(F)ccc12	13.3	40.6	12.5	-16.0*
30	CC(C)C(C(=O)NCCc1ccc(O)cc1)N1C(=O)/C(=C/c2ccc(Br)cc2)SC1=S (stereo unspecified)	99.3	102.8	96.7	94.6

no.	LOX IMVI	MCF7	MDA-MB-468	MALME-3M
16	91.0	64.4	62.1	109.2
17	95.6	87.6	116.0	100.3
18	101.4	102.1	88.7	103.8
19	97.3	98.2	96.7	97.0
20	100.0	100.4	81.1	73.4
21	39.7	9.6*	13.2	70.4
22	102.7	98.9	118.8	113.9
23	91.3	81.2	98.1	89.4
24	102.8	109.2	103.3	.
25	101.3	93.6	112.0	95.4
26	96.7	92.3	89.8	94.2
27	26.7	11.1	3.3*	44.5
28	80.9	88.1	92.2	51.6
29	-50.3*	1.9*	-50.1*	-31.8*
30	90.3	104.3	93.0	102.5

(continued)
no.	smiles	BT-549	MDA-MB-231	HS 578T	T-47D
31	COc1cc(NC(=O)Nc2cccc(Cn3c(=O)[nH]c4ccc(Oc5ncccn5)cc4c3=O)c2)cc(OC)c1	83.3	80.1	103.2	.
32	C1CCN(C2=NCCN2)CC1	104.1	107.0	106.0	110.0
33	O=C(O)c1ccccc1/C=N\Nc1ccccn1	109.2	102.6	111.6	111.1
34	O=C(O)C(=O)c1cccc([N+](=O)[O-])c1	112.1	100.3	106.1	97.2
35	CC(C)(C)c1ccc(O)c(Br)c1	102.1	103.5	96.4	102.9
36	CCOC(=O)CSc1nc2sc3c(c2c(=O)n1-c1ccc([N+](=O)[O-])cc1)CCCCC3	97.2	50.4	39.7	76.7
37	N=c1ncn(C2OC(CO)C(O)C2O)c2nc(Br)[nH]c12 (stereo unspecified)	108.3	89.0	91.2	100.5
38	C/C(=N/NC(=O)/C=C/C=C/c1ccc2c(c1)OCO2)c1ccc(Br)cc1	111.6	101.9	100.0	99.2
39	COc1cc2nc(-c3ccc(-n4cncc4-c4ccc(F)cc4F)cc3)sc2c(OC)c1OC	47.9	93.2	94.4	50.5
40	CC1CN=C(c2ccc(NC(=O)Nc3ccc(C4=NCCN4)cc3)cc2)N1 (stereo unspecified)	74.6	87.2	100.1	80.8
41	C=CCNCCN1C(=O)c2ccc3c4c(ccc(c24)C1=O)C(=O)N(CCNCC=C)C3=O	21.8	5.1*	1.3*	-51.5*
42	COc1ccc(CCNC(=O)[C@H](O)[C@@H](N)Cc2ccccc2)cc1OC	109.8	109.9	109.3	101.7
43	Clc1ccc(/C=C/c2cc(/C=C/c3ccc(Cl)cc3Cl)nc3ccccc23)cc1	109.0	.	.	87.0
44	CNC(=O)c1cc(Oc2ccc3nc(NC(=O)c4cc(-n5cnc(C)c5)cc(C(F)(F)F)c4)sc3c2)ccn1	107.7	106.9	99.8	107.2
45	CCOC(=O)CNc1nc(N)nc(N(C)Cc2ccccc2)c1C=O	109.0	90.5	104.7	102.6

no.	LOX IMVI	MCF7	MDA-MB-468	MALME-3M
31	96.3	72.9	88.3	100.4
32	93.6	96.4	101.0	116.0
33	97.6	96.6	109.1	.
34	102.8	99.8	94.6	108.3
35	98.3	95.3	70.2	99.8
36	79.6	76.2	56.6	77.7
37	93.2	99.6	94.0	109.6
38	87.5	92.9	94.7	95.5
39	84.7	59.1	69.8	78.3
40	85.4	76.8	54.6	70.6
41	-78.8*	-60.1*	-89.1*	.
42	103.4	91.3	100.1	102.9
43	.	87.3	106.2	96.5
44	96.4	92.6	87.5	97.5
45	98.0	94.7	98.4	.

(list continues)
no.	smiles	BT-549	MDA-MB-231	HS 578T	T-47D
46	Cc1[nH]c(=O)[nH]c(=O)c1Cc1ccccc1	.	104.5	99.7	98.8
47	O=C(NCCNc1nccc(-c2c(-c3ccc(F)cc3)nc3sccn23)n1)Nc1ccccc1	.	82.7	112.3	62.1
48	O=C(Nc1ccc(C2=NCCN2)cc1)c1ccc(C(=O)Nc2ccc(C3=NCCN3)cc2)cc1	127.6&94.8	109.3&84.8	125.4&113.8	124.3&57.3
49	Clc1ccc2c(NCCCN3CCN(c4nc(N5CCOCC5)nc5ccccc45)CC3)ccnc2c1	59.3	-34.5*	17.2	.
50	COC(=O)CCCCCN=Cc1c(O)c(O)c(C(C)C)c2cc(C)c(-c3c(C)cc4c(C(C)C)c(O)c(O)c(C=NCCCCCC(=O)OC)c4c3O)c(O)c12	35.1	11.9	19.9	11.8
51	OCCn1cc(-c2nc3ccc4[nH]ncc4c3c3c2CCCC3)cn1	30.5	54.9	21.6	43.5
52	COc1ccc(NC(=O)Nc2cc(C(C)C)c(O)cc2C)cc1	95.2	102.9	100.8	.
53	CCCn1cnc2c(SC(C)C)nc(N)nc21	106.7	98.5	90.0	99.9
54	C/C(=C\CCc1ccoc1)CC/C=C(\C)CCCC1=CC(=O)OC1	80.7	58.7	63.3	29.5
55	COc1cc(-c2ccccc2)c(-c2nc(-c3ccccc3)c(-c3ccccc3)n2CC(C)C)cc1OC	97.2	55.5	82.5	43.4
56	O[C@@H]1Cc2cc(Br)c3ccccc3c2N[C@H](c2cccs2)C1	85.8	83.4	87.1	57.3
57	C#CCOc1cc(N(CC)CC)ccc1C(C(=O)NC(C)(C)C)N(C(=O)C1CCc2cc(F)ccc2O1)c1cc(Cl)cc(Cl)c1 (stereo unspecified)	73.1	51.7	65.5	37.4
58	COc1ccc(OC)c(Nc2n[nH]c(-c3ccccc3)n2)c1	120.0	107.1	99.9	103.5
59	C[C@]12C=CC(=O)C=C1CCC1C2[C@@H](O)C[C@@]2(C)C1CC[C@]2(O)C(=O)CO (stereo partly specified)	83.9	90.4	139.9	104.3
60	Nc1nc(Nc2ccccc2)c(C=Nc2ccccc2)c(=O)[nH]1	75.1	103.5	87.5	81.4

no.	LOX IMVI	MCF7	MDA-MB-468	MALME-3M
46	101.1	90.0	103.0	112.8
47	32.8	34.5	102.6	138.5
48	107.8&94.3	94.9&78.3	87.5	99.9&52.6
49	.	-3.5*	-74.3*	-82.0*
50	13.7	12.9	26.3	44.4
51	25.4	39.3	3.8*	24.1
52	92.5	98.5	102.6	110.1
53	96.9	95.0	99.5	99.5
54	.	43.9	22.4	86.3
55	57.8	64.7	66.0	63.4
56	64.7	39.4	72.4	.
57	62.3	23.9	35.4	79.3
58	97.6	97.6	111.7	99.3
59	99.9	89.8	114.0	83.6
60	87.1	92.5	99.6	103.5

As entered above.
Reading for COc1ccc(CCNC(=O)[C@H](O)[C@@H](N)Cc2ccccc2)cc1OC under MCF7: 91.3
Reading for O=C(O)C(=O)c1cccc([N+](=O)[O-])c1 under HS 578T: 106.1
Reading for C[C@]12C=CC(=O)C=C1CCC1C2[C@@H](O)C[C@@]2(C)C1CC[C@]2(O)C(=O)CO (stereo partly specified) under LOX IMVI: 99.9

The listing continues:
no.	smiles	BT-549	MDA-MB-231	HS 578T	T-47D
61	COc1ccc(CCCC(=O)O)cc1	102.7	97.4	88.3	93.3
62	COc1ccc(/C=C/C(=O)c2ccc(NC(=O)CSc3nnc(-c4cc(OC)c(OC)c(OC)c4)n3-c3ccccc3)cc2)cc1	94.8	72.0	88.7	52.9
63	CCOC(=O)CC(C)Cc1ccc2c(c1)OCO2 (stereo unspecified)	.	104.9	96.3	89.6
64	CCOc1ccc(-c2c(N)n[nH]c2C(F)(F)F)cc1OCC	93.6	126.4	100.8	88.0
65	CC(C)(C)c1ccc2oc(=O)cc(Cn3cc(CSc4nc5ccccc5o4)nn3)c2c1	106.8	112.5	111.2	92.4
66	CCCCCCCNC(=O)CCCNc1ncnc2c1ncn2-c1ccccc1	104.6	83.6	96.7	80.9
67	OCc1ccc(Cl)cc1	95.0	112.6	104.2	191.1
68	COc1cc(-c2nn(-c3ccc(NC(=O)c4cc(C(F)(F)F)cc(C(F)(F)F)c4)cc3)cc2-c2ccncc2)ccc1Cl	.	72.8	17.7	30.7
69	C[C@H](c1nc2ncccc2[nH]1)C1CCC2C3CCC4=CC(=O)CC[C@]4(C)C3CC[C@@]21C (stereo partly specified)	86.0	89.0	98.6	76.5
70	CCCCN(CC)C1N=C(C)Nc2c1sc(=S)n2-c1ccc(OC)cc1OC (stereo unspecified)	87.5	85.0	87.2	69.2
71	C=C(C)[C@H]1CC2=C(C(=O)OC)C=C(O2)[C@@H]2C[C@@]2(C)[C@H]2C=C(C(=O)O2)[C@H](O)C1	92.4	97.3	96.2	86.5
72	CN(C)c1ccc(/C=C2\Cc3ccccc3C2=O)cc1	91.8	89.5	95.7	81.9
73	N#CN=C(N)NC(=O)c1ccccc1	.	109.3	108.9	99.6
74	C#CC[C@H](N)C(=O)O	105.7[20 µM]	99.1[20 µM]	111.3[20 µM]	102.5[20 µM]
75	CC(C)=CCC/C(C)=C/CCc1ccc2c(c1)C(=O)c1ccccc1C2=O	84.5	85.1	90.3	74.0

no.	LOX IMVI	MCF7	MDA-MB-468	MALME-3M
61	96.2	90.9	100.0	84.4
62	93.1	89.4	85.8	108.3
63	93.8	96.3	103.6	96.6
64	101.2	102.7	.	125.0
65	97.5	96.0	104.8	110.3
66	100.7	90.7	85.4	102.6
67	93.0	99.1	.	82.0
68	47.1	48.1	83.4	124.6
69	95.6	83.2	75.3	112.9
70	97.9	91.1	83.4	101.0
71	97.3	93.7	105.4	105.2
72	99.3	85.7	77.0	101.5
73	105.8	102.4	100.1	114.8
74	94.7[20 µM]	91.7[20 µM]	101.1[20 µM]	97.0[20 µM]
75	77.6	78.9	57.3	80.8

One compound at a time, as listed above. Screens in order: BT-549 | MDA-MB-231 | HS 578T | T-47D | LOX IMVI | MCF7 | MDA-MB-468 | MALME-3M
CC(=O)C(N=Nc1ccc(S(=O)(=O)Nc2ccccn2)cc1)C(=O)Nc1ccc(Cl)cc1 (stereo unspecified) across the screens: 92.4 | 67.5 | 62.3 | 84.8 | 93.5 | 74.3 | 50.9 | 102.6
C/C(=C\CCc1ccoc1)CC/C=C(\C)CCCC1=CC(=O)OC1 across the screens: 80.7 | 58.7 | 63.3 | 29.5 | . | 43.9 | 22.4 | 86.3
